Screening data from PubChem BioAssay.
MEKK2wt PB1 HTS = modulators of MEK5 binding to wildtype MEKK2, primary screen, biochemical, multiplex bead flow cytometry, Alexa488-MEK5; Alexa488-MEK5 binding to MEKK2 WT; actives lie on both sides; 1.1% of 290,000 active; AID 1531, 2009; Mitogen-activated protein kinase kinase kinase 2 (Homo sapiens), Q9Y2U5; binding response (% of control), % at 10 µM; in the data active = binding response below about 67% or above about 130%
pCIP destab = p/CIP-EGFP fusion destabilizers, primary screen, fluorescence, F442A cells; Q05BA5; 16 h; decrease of EGFP signal, % at 10 µM; 0.01% of 290,000 active; AID 1984, 2009;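 active = EGFP signal decrease of at least 30% at 10 µM or well 3 SD below plate mean, unless failing retest; inactive = the rest, including hits failing retest or dose response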; also: some compounds called inactive have numbers as strong as hits; many of its hits are not listed in these tables
IDE act = human IDE activators in live cells, primary screen, fluorescence polarization, HEK cells, FAbeta-B substrate; activation, % at 5.96 µM; AID 493087, 2011; 0.073% of 340,000 active; FAbeta-B cleavage; 0% vehicle, 100% cell-free pure enzyme wells;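 active = activation above the mean of all tested compounds plus 3 SD, set per screening campaign, cut at about 17% in these data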
NALP1 inh = NALP1 inflammasome inhibitors in reconstituted yeast, colorimetric, S. cerevisiae, triplicate retest. S. cerevisiae NALP1/ASC/caspase-1 growth, X-gal OD620, 72 h. inhibition, % at 10 µM. 0.61% of 280,000 active. AID 2071, 2009; in the data active = inhibition mostly above about 24%, no sharp cut-off; inactive = mostly below about 32%; also: some compounds called inactive have numbers as strong as hits
IDE cell inh = human IDE inhibitors in live cells, primary screen, fluorescence polarization, HEK cells, FAbetaB substrate; Insulin-degrading enzyme (Homo sapiens), P14735; FAbetaB cleavage; inhibition, % at 5.59 µM; 0.41% of 320,000 active;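 active = percent inhibition above the average of all tested compounds plus 3 SD, set per screening campaign, cut at about 16% in these data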;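 also: IDE supplied by intact live HEK cells; FP after avidin binding of uncleaved biotin substrate so inhibition keeps polarization high; 0% = DMSO wells and 100% = 60 µM reference IDE inhibitor Ii1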
PfM18AAP inh = PfM18AAP inhibitors, malaria aminopeptidase, primary screen, biochemical, QFRET, recombinant enzyme. H-Glu-NHMec fluorogenic cleavage. M18 aspartyl aminopeptidase (Plasmodium falciparum 3D7). 1.2% of 290,000 active. AID 1822, 2009. inhibition, % at 7.35 µM;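 active = inhibition above the campaign mean inhibition over all tested compounds plus 3 SD, cut at about 28% in these data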;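 also: 0% = plate median of test compound wells and 100% = 2 mM ZnCl2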
UBC9 SUMO inh = inhibitors of in vitro SUMOylation cascade, primary screen, biochemical, HTRF, uHTS | AID 2006, 2009 | 0.36% of 290,000 active | inhibition, % at 35 µM | HTRF SUMOylation assay, SAE1/SAE2 + UBC9; in the data active = inhibition above about 50%, passing the limit was not always enough; also: strong numbers were not always called active
Target sequence (P63279 whole entry, looked up): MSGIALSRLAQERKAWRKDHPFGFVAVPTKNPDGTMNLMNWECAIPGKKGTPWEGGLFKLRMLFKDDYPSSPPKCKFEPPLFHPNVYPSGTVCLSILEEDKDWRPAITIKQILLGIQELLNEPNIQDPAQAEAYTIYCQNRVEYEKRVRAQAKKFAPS
MEKK2mut PB1 HTS = MEK5 binding signal on mutant MEKK2 PB1, primary screen, biochemical, multiplex bead flow cytometry, Alexa488-MEK5. Alexa488-MEK5 binding to MEKK2 mutant. percent response, % at 10 µM. 0.35% of 290,000 active; in the data active = percent response above about 24%, passing the limit was not always enough; also: inactives centre near 1; some results filed as inactive read as strong as hits; reference of the scale not given here
MEKK3 PB1 HTS = modulators of MEKK3-MEK5 PB1 binding, primary screen, biochemical, wildtype MEKK3, multiplex bead flow cytometry, Alexa488-MEK5 | bead-based flow cytometry, Alexa488-MEK5 binding to MEKK3; actives lie on both sides; 0 = blocked by unlabeled MEK5, 100 = vehicle | Mitogen-activated protein kinase kinase kinase 3 (Homo sapiens), Q99759 | binding response (% of control), % at 10 µM | 1.4% of 290,000 active | AID 1529, 2009;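 active = binding response more than 3 SD above or below the average of its plate-row segment, actives on both sides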;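 also: Alexa488 bead fluorescence after subtracting the streptavidin-only scavenger bead signal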
Target sequence (Q99759 whole entry, looked up): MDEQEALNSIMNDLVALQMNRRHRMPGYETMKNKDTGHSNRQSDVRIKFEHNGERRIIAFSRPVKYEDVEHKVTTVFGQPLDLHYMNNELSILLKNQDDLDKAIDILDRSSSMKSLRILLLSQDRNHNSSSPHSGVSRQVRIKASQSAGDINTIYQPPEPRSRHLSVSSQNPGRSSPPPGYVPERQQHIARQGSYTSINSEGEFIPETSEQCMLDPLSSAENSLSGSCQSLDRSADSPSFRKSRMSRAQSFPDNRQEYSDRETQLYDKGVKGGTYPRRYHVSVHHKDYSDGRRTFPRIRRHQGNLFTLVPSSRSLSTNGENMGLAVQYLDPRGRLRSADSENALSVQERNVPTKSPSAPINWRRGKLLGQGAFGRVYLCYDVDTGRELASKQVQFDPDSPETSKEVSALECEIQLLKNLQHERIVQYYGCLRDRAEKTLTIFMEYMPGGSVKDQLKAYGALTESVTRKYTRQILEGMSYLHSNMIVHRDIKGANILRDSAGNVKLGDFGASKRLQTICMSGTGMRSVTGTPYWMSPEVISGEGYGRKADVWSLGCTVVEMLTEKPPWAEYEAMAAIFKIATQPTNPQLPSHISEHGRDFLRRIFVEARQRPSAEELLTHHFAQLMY
Active calls of the source: *; . = no result given. Not all compounds are listed (hit frequency here may not be typical).

canonical_smiles	PfM18AAP inh	UBC9 SUMO inh	MEKK2wt PB1 HTS	IDE cell inh	NALP1 inh	pCIP destab	IDE act	MEKK2mut PB1 HTS	MEKK3 PB1 HTS
Cc1ccc(-c2nn(C)c(=O)c3ccccc23)cc1CNC(=O)CN1CCOCC1	-1	-6	104	13	4	-10	-21	2	103
O=C(NCCc1ccccc1F)N[C@@H](Cc1ccccc1)C(=O)O	1	-1	103	2	-7	6	6	4	104
C=CCN1C(=O)C(C(C)CC)NC1=S (stereo unspecified)	9	-3	102	1	13	2	-4	3	97
CCOC(=O)C1=C(CCl)NC(=O)NC1c1ccc2c(c1)OCO2 (stereo unspecified)	5	2	102	1	-3	-4	3	0	101
O=c1[nH]nc(C(F)(F)F)c2nnn(Cc3ccccc3Cl)c12	-10	22	97	-13	6	-14	3	2	96
Cc1[nH]nc(N=CC2=C(O)CC(c3ccco3)CC2=O)c1-c1ccc(Cl)cc1 (stereo unspecified)	1	18	102	7	20	4	-2	4	106
C=CCc1c(O)nc(SCC(=O)c2ccccc2)[nH]c1=O	4	-8	101	-1	-7	-1	-2	-2	96
Cc1ccnc(S(=O)(=O)Cc2ccc([N+](=O)[O-])cc2)n1	-10	10	105	-1	28	-1	4	2	104
Cc1ccc2c(=O)cc(C(=O)NCCc3ccc(S(N)(=O)=O)cc3)oc2c1	-3	18	100	2	19	3	1	0	102
Cn1c(-[n+]2c(-c3ccccc3)cc(-c3ccccc3)cc2-c2ccccc2)nc2c([N+](=O)[O-])cccc21	4	-17	106	2	31	3	5	2	100
O=C(N/N=C/c1ccc2nccnc2c1)c1cccc([N+](=O)[O-])c1	7	13	102	-1	-9	-16	3	-2	99
O=C(NCc1ccc(N2CCCC2=O)cc1)Nc1cccc(Cl)c1	1	-9	98	7	-1	-1	-5	-6	96
C/C(=N\NC(=O)CN1CCN(S(=O)(=O)c2ccc(C)cc2)CC1)c1ccncc1	-8	19	86	-1	5	-4	-4	-24	82
CN1C(=O)C2(NCCc3c2[nH]c2ccccc32)c2ccccc21 (stereo unspecified)	-3	14	96	-7	9	-8	1	-2	96
Cc1nn(Cc2c(Cl)cccc2Cl)c(C)c1NC(=O)Cn1nc([N+](=O)[O-])c(Cl)c1C	0	5	103	-1	18	-4	0	2	102
CC1(C)CC(=O)CC2(C1)NCC(c1ccccc1)c1c2[nH]c2ccccc12 (stereo unspecified)	5	12	88	-4	1	-8	-6	-8	95
C=CCn1c(SCC(=O)NCCc2ccccc2)nc2c([nH]c3ccccc32)c1=O	3	26	101	2	15	-9	-3	6	99
CCOc1cccc2cc(C(=O)N3CC(C)OC(C)C3)c(=O)oc12 (stereo unspecified)	7	18	105	3	-38	28	2	6	106
COc1ccc2nc(Nc3nc4cc5c(cc4s3)OCO5)sc2c1	-6	-12	95	7	3	-4	5	-1	101
CCOC(=O)C1C(=O)C=C(/C=C/c2ccc(N(C)C)cc2)CC1c1ccccc1 (stereo unspecified)	3	21	42*	40*	32	-741	-114	51*	129

(further entries)
canonical_smiles	PfM18AAP inh	UBC9 SUMO inh	MEKK2wt PB1 HTS	IDE cell inh	NALP1 inh	pCIP destab	IDE act	MEKK2mut PB1 HTS	MEKK3 PB1 HTS
N/C(=N\OC(=O)Nc1ccc(Cl)c(Cl)c1)c1ncc(C(F)(F)F)cc1Cl	-5	14	92	-2	-3	2	2	-2	97
O=C(Nc1ccc(Oc2ccc(C(=O)O)c(C(=O)O)c2)cc1)c1cccs1	-11	22	84	3	6	-2	-2	-11	101
Cc1ccc(N2C(=O)C(CN3CCCCC3)C2c2ccccc2)cc1 (stereo unspecified)	2	15	104	1	10	4	-1	1	111
CS(=O)(=O)Nc1nnc(C2CCCC2)s1	4	20	98	1	-7	-14	6	-7	97
CC1CCc2c(sc(NC(=O)c3ccco3)c2C(=O)O)C1 (stereo unspecified)	4	12	96	3	-12	-4	1	3	100
COc1ccc2cc(C(N)=O)c(=Nc3ccccc3)oc2c1	3	-15	106	2	-2	7	1	7	106
O=C1c2ccsc2SCCN1Cc1c(Cl)cccc1Cl	4	-6	102	-1	54	-3	3	-2	101
Cc1nn(C)c(C)c1NC(=O)Nc1ccc(Cl)c(Cl)c1	-15	18	100	4	22	9	5	-1	103
COc1cccc(CC(NC(C)=O)C(=O)NC2CCN(C(=O)C3CC3)CC2)c1OC (stereo unspecified)	8	8	107	1	-4	4	-2	6	105
Cc1ccc(CNC(=O)C2CCCN(S(C)(=O)=O)C2)cc1 (stereo unspecified)	7	-8	106	-1	-16	8	7	4	106
CCOc1ccc(NC(=O)C2C3CCC4C(CCC32)C4(Cl)Cl)cc1 (stereo unspecified)	-6	-1	91	0	-6	0	7	-9	96
CCn1cc(C(=O)OCC(=O)c2cc(C)n(-c3ccc(OC(F)F)cc3)c2C)c(=O)c2ccc(C)nc21	0	1	99	6	25	0	1	1	100
COc1nn(-c2ccccc2)c(=O)c(Cl)c1Cl	8	-2	108	-2	0	-8	-2	5	103
O=S(=O)(c1ccc(-c2ccon2)s1)N1CCN(c2ccccn2)CC1	-4	-3	98	2	38	-6	-2	4	100
CCN(CC)CCOC(=O)c1ccc2c(c1)OCCO2	3	1	99	-4	8	-6	-3	0	100
Cc1ccc(C(=O)N2CC(C)CC(C)C2)cc1NC1=NC2CS(=O)(=O)CC2S1 (stereo unspecified)	2	15	100	4	-8	-8	-10	2	102
Cc1ccc(NC2CC(=O)N(CCc3ccccc3)C2=O)cc1 (stereo unspecified)	-2	12	99	4	35	-22	-1	2	104
COc1ccc(C(=O)OCC(=O)NC(C)(C)C)cc1[N+](=O)[O-]	-1	0	95	1	-2	4	7	-2	93
CCc1ccc(NC(=O)Cc2c(C(=O)O)n(C)c3ccccc23)cc1	-6	1	90	-2	-1	1	-4	-4	98
O=C(Nc1ccc(N2CCCC2)cc1)c1cccc(Cl)c1	2	-2	100	1	13	-1	-4	4	105

More results follow.
canonical_smiles	PfM18AAP inh	UBC9 SUMO inh	MEKK2wt PB1 HTS	IDE cell inh	NALP1 inh	pCIP destab	IDE act	MEKK2mut PB1 HTS	MEKK3 PB1 HTS
CC1=C(C(=O)Nc2ccc(F)cc2)C(c2ccc(C)o2)C2=C(CC(C)(C)CC2=O)N1 (stereo unspecified)	0	-5	103	8	30	-3	3	9	101
COc1cc(/C=C(\C#N)C(=O)Nc2cccc(C(=O)O)c2)ccc1OCc1ccc(Cl)cc1	-1	.	99	-5	-1	-14	0	0	100
Cn1c(SCc2cccc(F)c2)nnc1-c1cnccn1	9	12	102	7	-2	6	4	-1	102
Cc1c(Cl)ccc(S(=O)(=O)Nc2cccnc2)c1Cl	0	-6	97	7	12	2	2	4	100
Cc1ccc(NC(=O)CN(C)S(=O)(=O)c2cccc3nsnc23)cc1C	0	-12	95	4	18	5	-3	1	99
CC1CCN(C(=O)CN(C2CCCCC2)S(C)(=O)=O)CC1	11	12	106	3	3	-12	0	2	102
O=C(O)c1cccc(C(=O)Nc2cccc(NC(=O)C3CCCO3)c2)c1 (stereo unspecified)	-1	6	105	3	1	1	5	10	109
COC(=O)C(NC(=O)c1ccco1)(Nc1nc(C2CC2)cs1)C(F)(F)F (stereo unspecified)	-1	1	106	5	2	-9	0	7	106
O=C(Cn1nnc(-c2ccccc2Cl)n1)N1CCCCC1	0	-2	108	-1	21	-2	0	1	107
CC1=C(C(N)=O)C(c2cccs2)n2nc(-c3cccc(C)c3)nc2N1 (stereo unspecified)	-1	.	109	3	.	.	-2	-2	108
CCOC(=O)Cc1csc(NC(=O)CSc2nnc(Cc3csc(N)n3)n2C)n1	9	10	105	0	18	-13	3	7	108
Cc1cc(NC(=O)c2ccco2)c(=O)n(Cc2cccc(C(F)(F)F)c2)c1	1	2	99	-1	15	2	6	1	98
COc1ccc(C(=O)NC23CC4CC(CC(C4)C2)C3)cc1	4	7	106	3	1	-1	2	3	105
Cc1cccc(NC(=O)CN2C(=O)S/C(=C\c3ccc(O)c([N+](=O)[O-])c3)C2=O)c1	4	3	100	-4	8	8	5	0	103
COc1cc(=O)n(C)c2cc(N(C)C)ccc12	13	-7	93	-4	-2	4	7	2	91
Cc1ccc2nc(N3C(=O)C(O)=C(C(=O)c4ccco4)C3c3ccc(C)o3)sc2c1 (stereo unspecified)	28	15	102	-2	-6	-5	-1	5	105
Cc1ccccc1CN(c1ccc(C(=O)NCC2CCCO2)cc1)S(C)(=O)=O (stereo unspecified)	-4	8	97	10	23	-5	-4	1	102
CSc1nc2nc(-c3ccc(F)cc3)c(CCN3CCN(C)CC3)cn2n1	-7	7	96	0	26	6	1	1	99
COc1cc2nc(C3CCC3)n(NC(=O)C3CCC(OC)CC3)c(=O)c2cc1OC (stereo unspecified)	-23	5	100	-3	-2	-4	1	3	98
CCOC(=O)C(C(=O)Nc1ccccc1C)C1CCCCC1 (stereo unspecified)	-7	11	100	1	-18	1	5	0	102

Entries shown so far with a CF3 group:
canonical_smiles	PfM18AAP inh	UBC9 SUMO inh	MEKK2wt PB1 HTS	IDE cell inh	NALP1 inh	pCIP destab	IDE act	MEKK2mut PB1 HTS	MEKK3 PB1 HTS
O=c1[nH]nc(C(F)(F)F)c2nnn(Cc3ccccc3Cl)c12	-10	22	97	-13	6	-14	3	2	96
N/C(=N\OC(=O)Nc1ccc(Cl)c(Cl)c1)c1ncc(C(F)(F)F)cc1Cl	-5	14	92	-2	-3	2	2	-2	97
COC(=O)C(NC(=O)c1ccco1)(Nc1nc(C2CC2)cs1)C(F)(F)F (stereo unspecified)	-1	1	106	5	2	-9	0	7	106
Cc1cc(NC(=O)c2ccco2)c(=O)n(Cc2cccc(C(F)(F)F)c2)c1	1	2	99	-1	15	2	6	1	98

(cont.)
canonical_smiles	PfM18AAP inh	UBC9 SUMO inh	MEKK2wt PB1 HTS	IDE cell inh	NALP1 inh	pCIP destab	IDE act	MEKK2mut PB1 HTS	MEKK3 PB1 HTS
CC1=C(C(=O)Nc2cccc(C(=O)NC(C)c3ccccc3)c2)SCCO1 (stereo unspecified)	3	-5	95	3	21	2	6	-1	97
C[N+]1=C2CCCCCN2C(O)(c2ccccc2)C1 (stereo unspecified)	-3	-5	80	-8	28	-5	2	-9	79
CS(=O)(=O)N(CC(=O)N1CCCC1)c1cccc(Cl)c1	3	22	97	-4	11	8	3	-3	100
COc1ccc(C2NC(=O)c3ccccc3O2)cc1OC (stereo unspecified)	-4	5	98	-6	-10	-6	1	-5	91
COc1ccc(-c2nc(=S)c3ccc4ccccc4c3[nH]2)cc1	4	28	86	.	9	-1	3	-10	95
O=C1C(NS(=O)(=O)c2cccs2)=C(N2CCN(c3ccccc3)CC2)C(=O)c2ccccc21	0	44	93	2	24	-19	3	7	97
Cc1cccc[n+]1CC(=O)c1ccccc1	-3	-1	103	1	-14	3	-1	-1	99
O=C(Nc1ccc(N2CCN(C(=O)c3cccs3)CC2)cc1)c1cccc(F)c1	-2	-1	95	1	14	7	3	-2	99
NS(=O)(=O)c1cccc(NC(=O)c2ccccc2NS(=O)(=O)c2ccc(F)cc2)c1	0	-10	93	9	4	4	0	1	97
O=C(CCN1CCN(c2ccccc2)CC1)NNC(=O)c1cccc2ccccc12	-6	-12	95	3	16	-1	0	-2	88
COc1cccc(CNC(=O)CNC(=O)N2CC(=O)Nc3ccccc32)c1	-5	5	96	4	7	8	1	2	98
